High-throughput results from PubChem BioAssay.
DDE Tn7 FP inh = disrupts Tn7 cyclic peptide binding to fibrin D-Dimer-E complex. P02675. FP displacement of FITC-Tn7 peptide from fibrin DD(E); 0% = median of compound wells per plate. hit rate 0.13% among 370,000. AID 720508. inhibition, % at 8.3 µM;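 active means inhibition above the mean of compounds falling within the control limits plus 3 SD of them, cut at about 14% in these data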;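 further: 0% = plate median of compound wells and 100% = 10 µM Aha-Tn7 peptide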
Target sequence (P02675 whole entry, looked up): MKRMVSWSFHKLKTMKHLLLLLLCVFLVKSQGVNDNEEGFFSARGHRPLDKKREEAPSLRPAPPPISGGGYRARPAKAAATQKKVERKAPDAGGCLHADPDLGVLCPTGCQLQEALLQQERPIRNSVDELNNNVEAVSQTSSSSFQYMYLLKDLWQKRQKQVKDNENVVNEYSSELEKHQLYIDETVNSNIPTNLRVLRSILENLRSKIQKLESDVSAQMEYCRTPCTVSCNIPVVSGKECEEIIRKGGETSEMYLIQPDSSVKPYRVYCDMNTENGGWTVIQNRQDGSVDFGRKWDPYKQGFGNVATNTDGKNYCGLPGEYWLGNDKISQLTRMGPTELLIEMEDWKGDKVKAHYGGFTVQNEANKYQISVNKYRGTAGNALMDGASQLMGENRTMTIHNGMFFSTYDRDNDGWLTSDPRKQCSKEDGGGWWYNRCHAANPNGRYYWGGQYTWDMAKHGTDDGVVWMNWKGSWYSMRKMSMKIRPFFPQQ
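Test system – human fibrin DD(E) · Times – 10 min preincubation, 3 h with tracer, room temperature · Detection – fluorescence polarization of the labelled Tn7 tracer · Measure – percent inhibition normalized to high-control wells · Benchmarks – high control wells with 10 µM unlabelled Aha-Tn7 peptide (full inhibition) · Repeats – singlicate testing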
UHRF1 binding = UHRF1 methyl-DNA binding inhibition. UHRF1 binding to methylated oligo, TR-FRET. inhibition, % at 4.4 µM. hit rate 0.75% among 370,000. AID 687016; in the data active means inhibition above about 21%;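 further: UHRF1 SRA domain binding a hemimethylated CpG hairpin DNA probe; 0% = median of test compound wells and 100% = reference inhibitor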
PG9 binder = small molecules binding HIV-1 gp120 antibody PG9; TR-FRET gp120-PG9 antibody binding; inhibition, % at 6.7 µM; hit rate 0.43% among 360,000; AID 624416; in the data active means inhibition above about 8.5%
ABHD4 inh = inhibits mouse alpha/beta hydrolase domain 4 | inhibition, % at 8.92 µM | Q8VD66 | hit rate 0.54% among 370,000 | purified mABHD4, FP-Rh probe fluorescence polarization;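 active means inhibition exceeding the mean over every tested compound plus 3 SD, cut at about 30% in these data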;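 further: 0% = plate median of compound wells and 100% = S159A mutant with DMSO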
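Test system: mABHD4 protein; Read-out basis: % inhibition; Incubation: 45 min + 60 min at 25 °C; Repeats: single replicate; Technique: fluorescence polarization with parallel and perpendicular emission, 525/598 nm; Compound: 8.92 µM, single dose; Benchmarks: full inhibition S159A mutant plus DMSO, zero as sample-well median.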
TDP2 absorb = TDP2 (human) inhibition, absorbance primary screen. O95551. recombinant TDP2, T5PNP hydrolysis, p-nitrophenol absorbance 415 nm. inhibition, % at 12.8 µM. hit rate 0.34% among 370,000;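 active means inhibition above the mean of all tested compounds plus 3 SD, set per campaign, cut at about 25% in these data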;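 further: 0% = DMSO with enzyme and 100% = buffer with substrate but no TDP2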
Target sequence (O95551 whole entry, looked up): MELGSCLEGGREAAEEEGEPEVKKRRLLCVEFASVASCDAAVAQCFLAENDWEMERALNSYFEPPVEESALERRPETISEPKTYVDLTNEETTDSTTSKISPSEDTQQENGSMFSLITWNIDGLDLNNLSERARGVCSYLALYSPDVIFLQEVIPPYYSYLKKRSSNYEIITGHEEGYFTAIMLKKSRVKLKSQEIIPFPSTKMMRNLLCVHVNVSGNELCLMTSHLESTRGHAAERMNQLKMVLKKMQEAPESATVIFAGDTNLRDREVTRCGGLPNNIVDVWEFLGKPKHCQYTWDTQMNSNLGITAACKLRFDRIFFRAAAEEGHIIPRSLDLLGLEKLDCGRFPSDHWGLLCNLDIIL
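Assay system: recombinant human TDP2 / Reagent: T5PNP substrate at 5 mM, a TopII-DNA adduct mimic / Measured by: epi absorbance from released p-nitrophenol / Evaluation: % inhibition relative to enzyme-containing and enzyme-free wells / Control set: enzyme-free and DMSO wells / Replicates: each compound tested once, singlicate / Schedule: enzyme reaction with compound for 2 h at 37 °C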
TCR-CD3 inh = human TCR-CD3 binding inhibition. TAMRA-labeled TCR probe fluorescence, biochemical. inhibition, % at 9.4 µM. hit rate 0.37% among 360,000. AID 651800; in the data active means inhibition above about 19%;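 further: recombinant mutant TCR 2C K166C tagged with TAMRA read by polarization; 0% = receptor in buffer alone and 100% = receptor with positive control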
HTRA1 inh = inhibitors of human serine peptidase HTRA1; Q92743; hit rate 0.5% among 340,000; recombinant HTRA1, FP-rhodamine activity-based probe, fluorescence polarization; inhibition, % at 5.96 µM; in the data active means inhibition above about 36%;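 further: 0% = enzyme with DMSO and 100% = wells lacking enzyme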
SIAE inh = human SIAE inhibition, primary screen; AID 1053197; inhibition, % at 9.66 µM; SIAE FP-Rh probe binding, fluorescence polarization; hit rate 0.69% among 370,000; Q9HAT2;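 active means inhibition above a cutoff: mean of compounds within the control limits plus 3 SD of those, cut at about 17% in these data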;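 further: 0% = plate median of compound wells and 100% = probe without SIAE protein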
LEDGF integ inh = blocks HIV-1 LEDGF/p75-dependent DNA integration | TR-FRET IN-LEDGF/p75 DNA integration, Eu/Cy5 | hit rate 0.64% among 370,000 | inhibition, % at 3.7 µM;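 active means inhibition above the screen-wide mean plus 3 SD, cut at about 13% in these data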;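 further: signal is the Cy5 over europium emission ratio at 671 and 618 nm; 0% = plate median of compound wells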
PRMT1 inh = blocks human protein arginine methyltransferase 1; Q99873; recombinant PRMT1, activity-based probe fluorescence polarization; inhibition, % at 2.79 µM; hit rate 1.3% among 370,000; AID 652257;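 active means inhibition above about 21% made by adding two undisclosed values, limit read from the data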
Numbers without * were called inactive; & = joins results of further samples.

For C[C@H](O)[C@@H]1C(=O)N2CCc3c([nH]c4ccccc34)[C@@H]2C[C@@H]1N(C)S(=O)(=O)c1ccccc1 the results were DDE Tn7 FP inh 2, UHRF1 binding -5, PG9 binder -0.9, ABHD4 inh 5, TDP2 absorb -5, TCR-CD3 inh -1, HTRA1 inh -6, SIAE inh -2, LEDGF integ inh -3 and PRMT1 inh 5.
Screening Cn1cc(C(=O)CCl)c2ccccc21 returned DDE Tn7 FP inh 4, UHRF1 binding 1, PG9 binder -0.8, ABHD4 inh 3, TDP2 absorb 3, TCR-CD3 inh 0, HTRA1 inh 5, SIAE inh 3, LEDGF integ inh -1 and PRMT1 inh 6.
`CCOc1ccc(N2C(=O)CC(N(CCc3ccc(OC)c(OC)c3)C(=S)Nc3ccccc3)C2=O)cc1` (centres undefined) gave DDE Tn7 FP inh -2&-5, UHRF1 binding 1&1, PG9 binder -0.7, ABHD4 inh -3&-23, TDP2 absorb 3&-9, TCR-CD3 inh 0, HTRA1 inh -11, SIAE inh 3&-31, LEDGF integ inh 1&2 and PRMT1 inh 3&3.
`O=[N+]([O-])c1ccc(O)c(/C=N/n2c(-c3ccccc3)n[nH]c2=S)c1` gave DDE Tn7 FP inh -3, UHRF1 binding 0, PG9 binder 0.0, ABHD4 inh 4, TDP2 absorb -7, TCR-CD3 inh 6, HTRA1 inh 3, SIAE inh 0, LEDGF integ inh -6 and PRMT1 inh -1.
CCC(=O)N(Cc1cc2cc(OC)ccc2[nH]c1=O)c1ccccc1C was read as DDE Tn7 FP inh -2, UHRF1 binding 3, PG9 binder -1.8, ABHD4 inh -10, TDP2 absorb -19, TCR-CD3 inh 2, HTRA1 inh 10, SIAE inh -12, LEDGF integ inh 4 and PRMT1 inh -4.
N#CCC(=O)N/N=C/c1cn(Cc2ccc3ccccc3c2)c2ccccc12 was read as DDE Tn7 FP inh 2, UHRF1 binding 1, PG9 binder 5.6, ABHD4 inh -7, TDP2 absorb -4, TCR-CD3 inh -5, HTRA1 inh -13, SIAE inh -4, LEDGF integ inh -4 and PRMT1 inh 2.
Cc1ccc(/C=C/C(=O)c2ccccc(=O)c2O)cc1C was read as DDE Tn7 FP inh 1, UHRF1 binding 3, PG9 binder -2.1, ABHD4 inh 29, TDP2 absorb -4, TCR-CD3 inh 7, HTRA1 inh 37*, SIAE inh 4, LEDGF integ inh 7 and PRMT1 inh 13.
Screening COc1ccccc1-c1cnc(C(O)c2ccc(Cl)cc2C)[nH]1 (centres undefined) returned DDE Tn7 FP inh 8, UHRF1 binding 2, PG9 binder -1.5, ABHD4 inh 5, TDP2 absorb 2, TCR-CD3 inh -4, SIAE inh 5, LEDGF integ inh -2 and PRMT1 inh 2.
For CC1CCN(c2c([N+](=O)[O-])c(=O)n(-c3ccccc3)c3ccccc23)CC1 the results were DDE Tn7 FP inh 4, UHRF1 binding 5, PG9 binder 1.7, ABHD4 inh -15, TDP2 absorb -9, TCR-CD3 inh -6, HTRA1 inh 4, SIAE inh 2, LEDGF integ inh 4 and PRMT1 inh 8.
CCN(CC)C(=O)C1CCCN(c2ncnc3c2cnn3-c2ccc(Cl)cc2)C1 (centres undefined) was read as DDE Tn7 FP inh 4, UHRF1 binding -1, PG9 binder -0.5, ABHD4 inh -3, TDP2 absorb -8, TCR-CD3 inh -4, HTRA1 inh -10, SIAE inh -5, LEDGF integ inh -1 and PRMT1 inh 2.
Screening CCC(=O)N/C=C/n1cnc2cc(C(F)(F)F)ccc21 returned DDE Tn7 FP inh -6, UHRF1 binding 0, PG9 binder -0.4, ABHD4 inh 1, TDP2 absorb -3, TCR-CD3 inh 0, HTRA1 inh 5, SIAE inh -1, LEDGF integ inh 2 and PRMT1 inh 0.
`CCn1c2ccccc2c2cc(NC(=O)COC(=O)c3cc(OC)c(OC)cc3OC)ccc21` gave DDE Tn7 FP inh 3, UHRF1 binding 1, PG9 binder 1.5, ABHD4 inh -1, TDP2 absorb 3, TCR-CD3 inh 0, HTRA1 inh -9, SIAE inh 3, LEDGF integ inh 0 and PRMT1 inh -1.
Screening Cc1ccc(C(=O)NCC(=O)OC(C)C(=O)Nc2ccc(N(C)C)cc2)cc1C (centres undefined) returned DDE Tn7 FP inh 7, UHRF1 binding 0, PG9 binder -5.9, ABHD4 inh 6, TDP2 absorb 1, TCR-CD3 inh -1, HTRA1 inh 9, SIAE inh 0, LEDGF integ inh -1 and PRMT1 inh 1.
Screening CC(=O)c1cccc(-n2c(CCC(=O)O)ccc2-c2ccccc2)c1 returned DDE Tn7 FP inh 6, UHRF1 binding -3, PG9 binder -0.1, ABHD4 inh 0, TDP2 absorb -10, TCR-CD3 inh -3, HTRA1 inh -2, SIAE inh 4, LEDGF integ inh -3 and PRMT1 inh 16.
`CN1CCN(C(=O)c2ccc3c(Cl)c4c(nc3c2)CCCC4)CC1` gave DDE Tn7 FP inh 4, UHRF1 binding -2, PG9 binder -0.4, ABHD4 inh 4, TDP2 absorb 10, TCR-CD3 inh 1, HTRA1 inh 7, SIAE inh 4, LEDGF integ inh -2 and PRMT1 inh 0.
COc1ccc(Nc2nnc(-c3ccc(C)cc3)c3ccccc23)cc1C(=O)N1CCCCC1 was read as DDE Tn7 FP inh -14, UHRF1 binding -1, PG9 binder -0.4, ABHD4 inh 7, TDP2 absorb -6, TCR-CD3 inh 7, HTRA1 inh -19, SIAE inh 5, LEDGF integ inh 3 and PRMT1 inh -2.
For O=C(Nc1ccn(Cc2ccccc2)n1)c1cccc(Cn2cc([N+](=O)[O-])cn2)c1 the results were DDE Tn7 FP inh 1, UHRF1 binding 3, PG9 binder -1.3, ABHD4 inh 0, TDP2 absorb -14, TCR-CD3 inh 5, HTRA1 inh -12, SIAE inh -1, LEDGF integ inh 0 and PRMT1 inh -2.
CN1CCN(S(=O)(=O)c2cccc(C(=O)N3CCc4ccccc43)c2)CC1 was read as DDE Tn7 FP inh -1, UHRF1 binding -2, PG9 binder -0.1, ABHD4 inh -3, TDP2 absorb 13, TCR-CD3 inh 2, HTRA1 inh 5, SIAE inh -1, LEDGF integ inh 0 and PRMT1 inh 0.
O=C(c1ccc2c(c1)OCO2)N(c1ccccc1)C1C=CS(=O)(=O)C1 (centres undefined) was read as DDE Tn7 FP inh 11, UHRF1 binding 3, PG9 binder 3.2, ABHD4 inh -9, TDP2 absorb 3, TCR-CD3 inh -1, HTRA1 inh -1, SIAE inh -3, LEDGF integ inh 0 and PRMT1 inh 0.
O=c1c2cnn(-c3ccccc3)c2ncn1Cc1ccco1 was read as DDE Tn7 FP inh -4, UHRF1 binding 2, PG9 binder -0.7, ABHD4 inh 2, TDP2 absorb 6, TCR-CD3 inh -4, HTRA1 inh 2, SIAE inh 2, LEDGF integ inh 3 and PRMT1 inh 2.
For CNC(=O)c1ccc(NC(=O)C2CCN(c3ncnc4sc(C)c(C)c34)CC2)cc1 the results were DDE Tn7 FP inh 3, UHRF1 binding 3, PG9 binder 18*, ABHD4 inh -2, TDP2 absorb 6, TCR-CD3 inh 7, HTRA1 inh -1, SIAE inh -4, LEDGF integ inh -1 and PRMT1 inh 0.
Screening Cc1cc(C)c(S(=O)(=O)N2CCCC(C(=O)NCCC3=CCCCC3)C2)c(C)c1 (centres undefined) returned DDE Tn7 FP inh 1, UHRF1 binding 8, PG9 binder 0.1, ABHD4 inh -10, TDP2 absorb -11, TCR-CD3 inh -6, HTRA1 inh 0, SIAE inh -7, LEDGF integ inh -5 and PRMT1 inh 3.
`O=S(=O)(NC1CCCCC1NCc1ccco1)c1ccc(Cl)cc1` (centres undefined) gave DDE Tn7 FP inh 1, UHRF1 binding -2, PG9 binder 2.0, ABHD4 inh -8, TDP2 absorb 5, TCR-CD3 inh 3, HTRA1 inh -6, SIAE inh -1, LEDGF integ inh -1 and PRMT1 inh 0.
`S=c1[nH]nc(CCc2nc3ccccc3[nH]2)n1-c1cccc(Cl)c1` gave DDE Tn7 FP inh -6, UHRF1 binding 4, PG9 binder 0.6, ABHD4 inh 2, TDP2 absorb -3, TCR-CD3 inh 4, HTRA1 inh 0, SIAE inh 3, LEDGF integ inh -3 and PRMT1 inh 1.
For NCCCCCc1nnc(SCC(=O)c2ccc(Cl)cc2)o1 the results were DDE Tn7 FP inh -7, UHRF1 binding -1, PG9 binder -1.2, ABHD4 inh 4, TDP2 absorb -9, TCR-CD3 inh 7, HTRA1 inh 0, SIAE inh -1, LEDGF integ inh 3 and PRMT1 inh 0.
Screening CN(C)CCN1C(=O)C(O)=C(C(=O)c2cc3ccccc3o2)C1c1ccc(N(C)C)cc1 (centres undefined) returned DDE Tn7 FP inh -6, UHRF1 binding -5, PG9 binder -1.6, ABHD4 inh -5, TDP2 absorb -3, TCR-CD3 inh 0, HTRA1 inh -4, SIAE inh 2, LEDGF integ inh 0 and PRMT1 inh -2.
CC(=O)C1=C(O)C(=O)N(c2ccc(C(=O)O)cc2)C1c1ccc([N+](=O)[O-])cc1 (centres undefined) was read as DDE Tn7 FP inh -3, UHRF1 binding -1, PG9 binder -1.3, ABHD4 inh 6, TDP2 absorb 6, TCR-CD3 inh 5, HTRA1 inh 6, SIAE inh 9, LEDGF integ inh -1 and PRMT1 inh 1.

Among those listed so far, 3 have a furan ring, fused or not:
O=c1c2cnn(-c3ccccc3)c2ncn1Cc1ccco1 was read as DDE Tn7 FP inh -4, UHRF1 binding 2, PG9 binder -0.7, ABHD4 inh 2, TDP2 absorb 6, TCR-CD3 inh -4, HTRA1 inh 2, SIAE inh 2, LEDGF integ inh 3 and PRMT1 inh 2.
`O=S(=O)(NC1CCCCC1NCc1ccco1)c1ccc(Cl)cc1` (centres undefined) gave DDE Tn7 FP inh 1, UHRF1 binding -2, PG9 binder 2.0, ABHD4 inh -8, TDP2 absorb 5, TCR-CD3 inh 3, HTRA1 inh -6, SIAE inh -1, LEDGF integ inh -1 and PRMT1 inh 0.
Screening CN(C)CCN1C(=O)C(O)=C(C(=O)c2cc3ccccc3o2)C1c1ccc(N(C)C)cc1 (centres undefined) returned DDE Tn7 FP inh -6, UHRF1 binding -5, PG9 binder -1.6, ABHD4 inh -5, TDP2 absorb -3, TCR-CD3 inh 0, HTRA1 inh -4, SIAE inh 2, LEDGF integ inh 0 and PRMT1 inh -2.

Hits appear at their usual frequency; overall some 4.2% were active at least once.
